NR2E3 ag-1 = inhibitors of NR2E3-RetCOR corepressor binding, primary screen, NR2E3 agonist project, biochemical, TR-FRET, GST-NR2E3, biotin-RetCOR; Photoreceptor-specific nuclear receptor (Homo sapiens), Q9Y5X4; inhibition of corepressor binding, % at 4.78 µM; AID 2300, 2010; 1536-well; hit rate 0.12% among 320,000;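 active = percent inhibition above the cutoff of mean plus 3 SD of all tested compounds, set per screening campaign, cut at about 20% in these data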;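 also: 0% = DMSO wells and 100% = biotin wells as full block of FRET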
Target sequence (Q9Y5X4 whole entry, looked up): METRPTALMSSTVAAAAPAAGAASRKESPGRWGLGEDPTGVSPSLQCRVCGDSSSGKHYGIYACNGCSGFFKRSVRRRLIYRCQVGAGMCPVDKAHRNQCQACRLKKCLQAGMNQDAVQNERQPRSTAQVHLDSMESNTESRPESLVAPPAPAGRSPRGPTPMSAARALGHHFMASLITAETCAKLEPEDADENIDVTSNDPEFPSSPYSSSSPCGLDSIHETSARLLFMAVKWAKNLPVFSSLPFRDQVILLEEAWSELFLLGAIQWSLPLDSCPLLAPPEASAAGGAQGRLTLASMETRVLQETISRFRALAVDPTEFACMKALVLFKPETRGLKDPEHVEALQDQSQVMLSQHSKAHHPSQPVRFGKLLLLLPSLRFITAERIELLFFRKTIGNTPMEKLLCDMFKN
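System: GST-tagged NR2E3 plus biotinylated RetCOR corepressor; Amount: 1.35 nM GST-tagged NR2E3 final; Dosing: single nominal compound dose of 4.8 µM; Schedule: 5 h incubation at 4 °C; Technique: TR-FRET with europium anti-GST and streptavidin-D2, 340 nm excitation; Controls: biotin wells as high control, 0.6% DMSO wells as low control.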
TROY NFkB inh = inhibitors of TROY-driven NF-kB signaling, primary screen, Q293 LMP1-TROYcd cells, NF-kB luciferase, uHTS. Q293 LMP1-TROYcd NF-kB luciferase reporter, 4 h. inhibition, % at 10 µM. hit rate 0.98% among 360,000;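 active = compounds whose plate-normalised and pattern-corrected inhibition of the luciferase reporter signal at the single screening dose is 50% or more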
Peg3 promoter = Peg3 promoter-driven luciferase inhibitors, primary screen, cell-based, HeLa, luciferase luminescence. HeLa PEG-Prom luciferase reporter, overnight. inhibition, % at 20 µM. hit rate 1.7% among 360,000;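 active = inhibition of at least 50% at 20 µM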
NR2E3 ag-2 = NR2E3 agonists in two-hybrid cells, primary screen, cell-based, luminescence, CHO-S, Gal4-NCOR/VP16-NR2E3 | AID 602229, 2012 | inhibition of corepressor binding, % at 3.98 µM | hit rate 0.35% among 360,000 | luciferase;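 active = inhibition above the mean of all tested compounds plus 3 SD, cut at about 70% in these data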;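 also: 0% = DMSO with NR2E3 transfected cells and 100% = cells lacking NR2E3 construct; higher means lower luciferase signal from less NR2E3 corepressor binding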
CF NFkB block = inhibitors of PAF-induced NF-kB signaling, primary screen, cell-based, GFP fluorescence, uHTS; KKLEB NF-kB-GFP reporter, GFP fluorescence overnight; inhibition, % at 5 µM; hit rate 0.86% among 360,000; AID 588850, 2011;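 active = at least 50% inhibition at 5 µM, scaled per plate between neutral and stimulator controls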;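 also: PAF is a Pseudomonas aeruginosa culture filtrate used as stimulus; plate controls were PAF-stimulated DMSO wells for no effect and unstimulated DMSO wells for full effect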
KKLEB cytotox = cytotoxicity in KKLEB CF airway cells, primary screen, cytotoxicity control for CF NF-kB inhibitor project, cell-based, uHTS, fluorescence assay plates. activity change (cytotoxicity), % at 5 µM. AID 602141, 2011. hit rate 0.36% among 360,000. KKLEB CF airway cells viability, ATPlite luminescence, overnight; hits give low values; cells stimulated with P. aeruginosa culture filtrate;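 active = corrected activity change at or below -50% at 5 µM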
MITF TRPM1 inh = inhibitors of MITF-dependent TRPM1 promoter reporter, primary screen, cell-based, SK-MEL-5, single point, luciferase; SK-MEL-5 TRPM1 promoter luciferase, 24 h; inhibition, % at 12.5 µM; hit rate 0.83% among 330,000;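 active = mean inhibition across replicates of 60% or more, whatever share of single replicates reaches that level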; also: values of inactives mirror those of a sister screen read the other way
Shn3 3UTR inh = reduction of Shn3 3'UTR firefly luciferase signal, primary screen, Schnurri-3 inhibitor project, cell-based, Clone20 osteoblasts, set 2. Clone20 osteoblast Shn3 3'UTR firefly luciferase, 24 h. inhibition, % at 12.5 µM. hit rate 0.52% among 360,000. AID 588674, 2011;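 active = mean inhibition of at least 75% with every replicate also reaching 75%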;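 also: 0% = median of neutral control wells and 100% = pilot-screen positive control compound; some compounds past the cut are filed as inactive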
TRAIL sens C8 = viability loss with TRAIL in NB7+C8 cells, primary screen, TRAIL sensitizer project, cell-based, ATPlite luminescence. hit rate 1% among 360,000. inhibition (viability loss, TRAIL sensitization), % at 10 µM. AID 624354, 2012;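 active = compounds causing at least 50% loss of cell viability in the single-dose screen, relative to plate controls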
TWEAK Fn14 block = inhibitors of TWEAK-Fn14 signaling, primary screen, luciferase reporter cells, uHTS | hit rate 2% among 360,000 | inhibition, % at 10 µM | TWEAK-stimulated Fn14 reporter cells, luciferase luminescence, 8 h | AID 1159606, 2016; in the data active = inhibition above about 50%
HIF-2a block = HIF-2a reporter inhibitors, primary screen, luminescence, 786-0 RCC cells; 786-0 RCC cells HIF-2a reporter, luciferase luminescence, overnight; inhibition, % at 18.8 µM; hit rate 0.72% among 360,000;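 active = inhibition of the luminescence signal of 40% or more relative to plate controls, in a single-dose primary screen at 18.75 µM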
Active calls of the source: *; · = not tested or not shown; & = joins results of further samples. An excerpt; count on the stated rates, not on these rows.

Start of the listing, in advance (3 entries):
SMILES | NR2E3 ag-1 | TROY NFkB inh | Peg3 promoter | NR2E3 ag-2 | CF NFkB block | KKLEB cytotox | MITF TRPM1 inh | Shn3 3UTR inh | TRAIL sens C8 | TWEAK Fn14 block | HIF-2a block
Cc1cc2cc(CNC(=O)c3ccco3)ccc2n1C | -4 | -11 | -4 | -18 | 12 | 7 | · | 3 | 17 | 9 | 4
O=C(COC(=O)c1cnc(Cl)c(Cl)c1)NC1CCCCCC1 | 4 | 34 | 16 | 8 | 33 | 1 | 12 | -14 | -9 | -11 | 8
CC(=O)Nc1ccc(OC(=O)c2ccco2)cc1 | 3 | 4 | 7 | -17 | -2 | 15 | 1 | -15 | 7 | -4 | -12

Results, from the start:
SMILES | NR2E3 ag-1 | TROY NFkB inh | Peg3 promoter | NR2E3 ag-2 | CF NFkB block | KKLEB cytotox | MITF TRPM1 inh | Shn3 3UTR inh | TRAIL sens C8 | TWEAK Fn14 block | HIF-2a block
Cc1cc2cc(CNC(=O)c3ccco3)ccc2n1C | -4 | -11 | -4 | -18 | 12 | 7 | · | 3 | 17 | 9 | 4
O=C(COC(=O)c1cnc(Cl)c(Cl)c1)NC1CCCCCC1 | 4 | 34 | 16 | 8 | 33 | 1 | 12 | -14 | -9 | -11 | 8
CC(=O)Nc1ccc(OC(=O)c2ccco2)cc1 | 3 | 4 | 7 | -17 | -2 | 15 | 1 | -15 | 7 | -4 | -12
Cn1c(CNC(=O)CCNC(=O)c2cccc(F)c2)cc(=O)n(C)c1=O | -5 | 5 | 13 | -16 | -20 | 10 | -1 | -17 | -8 | 2 | 14
COc1ccc(CNC(=O)C/C(C)=N/NC(=O)Cc2ccc(OC)cc2)cc1 | 0 | -2 | 5 | -4 | 6 | 5 | -1 | -5 | -1 | 13 | 17
O=C(NCc1ccccc1)c1ccc(NC(=O)C2CCCCC2)cc1 | · | 6 | 5 | -22 | -22 | 11 | -2 | 4 | 17 | -7 | 2
CC(C)Cn1c(=S)[nH]c2cc(C(=O)NCc3ccccc3F)ccc2c1=O | 5 | 23 | 12 | 17 | -3 | -12 | 1 | 1 | 11 | 24 | 4
O=C(COc1ccccc1F)Nc1nc(-c2ccccn2)cs1 | · | -20 | 16 | -22 | 10 | -6 | 3 | 15 | 11 | 4 | -76
CCc1cc(=O)oc2cc(C)c3c(C)coc3c12 | 3 | -50 | -16 | 3 | -48 | 1 | -5 | -17 | -17 | -29 | 1
O=[N+]([O-])c1cc(Cl)ccc1NCCNS(=O)(=O)c1ccccc1 | -1 | -18 | -24 | -16 | -6 | 4 | -11 | 6 | 8 | -16 | -75
CCCCC(=O)Nc1ccc2c(c1)nc(CN1CCN(C(=O)OCC)CC1)n2C | -4 | 6 | 5 | -38 | -1 | 0 | -6 | 15 | 3 | 3 | 10
O=C(NNC(=O)c1cc2ccccc2cc1O)Nc1ccc(Br)cc1 | 5 | 2 | -13 | -2 | 26 | -7 | 3 | 2 | 19 | -30 | -39
Cc1ccc(C(=O)Oc2coc(CSc3nnc(NC(=O)C4CC4)s3)cc2=O)cc1C | · | 82* | -75 | 1 | 12 | 7 | -6 | 1 | 10 | 44 | 7
O=c1ccnc(SCCC(F)=C(F)F)[nH]1 | 0 | 0 | 12 | -21 | 28 | -7 | 9 | -11 | 3 | -23 | 17
Cc1[nH][nH]c(=O)c1C(c1c(C)[nH][nH]c1=O)c1cn(Cc2ccc(F)cc2)c2ccccc12 | 3 | 15 | 64* | -16 | 15 | -14 | 22 | -2 | 1 | 14 | 11
O=C(O)/C(=C\c1ccc2ccccc2c1)c1cccc2ccccc12 | -1 | 8 | 23 | 22 | 10 | -6 | 4 | -40 | 4 | -20 | 32
Cc1ccccc1NC(=O)c1sc2nc3c(c(-c4ccco4)c2c1N)CCCC3 | -2 | -15 | 32 | -32 | 34 | -9 | -8 | 3 | 13 | -20 | -54
COc1ccc(NC(=O)Cn2nnc(-c3ccccc3NS(=O)(=O)c3ccc(OC)cc3)n2)cc1 | -3 | 26 | 35 | -13 | 14 | -21 | 2 | 26 | 0 | 24 | 21
COc1ccc(N(CC(=O)Nc2ccc(C)cc2C)S(=O)(=O)c2ccccc2[N+](=O)[O-])c(OC)c1 | 2 | -4 | 31 | -7 | -1 | 3 | 15 | 9 | -19 | 1 | 22
COc1ccc(CN(C)CCCn2ccc(N)nc2=O)cc1OC | · | -1 | 1 | -13 | 4 | -2 | · | -41 | -10 | 18 | -4
Fc1cc2nc(-c3ccncc3)[nH]c2cc1F | -1 | -1 | -92 | -37 | 4 | -15 | -17 | -8 | -10 | -42 | -93
CC(=O)Nc1ccc(/C(C)=N/NC(=O)c2ccc(F)cc2)cc1 | 1 | -40 | 7 | -7 | -7 | 11 | 1 | -13 | 2 | -5 | 0
Cc1ccc(NC(=O)c2cc(C(=O)Nc3ccc(C)cc3)n(C)n2)cc1 | 3 | 2 | 15 | -6 | 1 | 2 | 13 | -30 | -9 | -1 | -1
O=C(Nc1cccc(Cl)c1)Nc1nnc(-c2ccncc2)s1 | 0 | 50* | 29 | 89* | 73* | -58* | -3 | 35 | 46 | 76* | -14
Cc1ccc(S(=O)(=O)NCC(=O)OCc2csc(CC(=O)Nc3ccccc3C)n2)cc1C | · | -4 | 20 | 3 | 3 | 10 | · | -22 | 17 | -8 | 8
CCOc1ccc(-n2c(N)c(C(=O)NCc3cccnc3)sc2=S)cc1 | 1 | -4 | 6 | -9 | -1 | -5 | 1 | 8 | -3 | -10 | 17
N/C(Cc1ccc([N+](=O)[O-])cc1)=N\OC(=O)C(c1ccccc1)c1ccccc1 | 0 | -13 | 25 | -13 | -1 | 11 | 3 | 17 | 18 | -32 | -4
CC1(C)CCC(C)(C)NC(=S)N1 | 7 | -7&-10 | -2&8 | -29&-7 | -10&5 | 1&-3 | -2 | 2&-11 | -22&5 | 9&-20 | 4&18
Cc1cc(=O)n2c(-c3ccccc3C)n[nH]c2n1 | 3 | -21 | -18 | -20 | 5 | 6 | -2 | -8 | 10 | 5 | 4
Cc1cccc(C)c1NC(=O)c1cc(S(=O)(=O)N2CCc3ccccc32)cn1C | 4 | 13 | 6 | -73 | 5 | -12 | 6 | -6 | -1 | 10 | 13
COc1ccc(C(=O)Nc2cccc(OC)c2)cc1 | -2 | -78 | -178 | -81 | -2 | 1 | -111 | -1 | 53* | -1 | -210
NC(=O)CCS(=O)(=O)c1ccc(Cl)cc1 | 4 | 11 | 10 | -2 | -10 | 1 | 7 | 10 | -1 | 5 | 20
FC(F)(F)c1cnc(NNC(=S)Nc2ccccc2)c(Cl)c1 | · | 7 | 23 | 6 | -2 | 8 | · | 21 | -1 | 15 | 45*
CC(C)(C)NC(=O)CSc1nnc(-c2c[nH]c3ccccc23)o1 | 5 | -23 | -83 | -15 | 4 | -5 | -24 | -18 | -2 | -7 | -105
CC1=NN(C(N)=S)C(=O)C1N=Nc1ccc(Cl)cc1Cl (configuration not stated) | · | 13 | -174 | 18 | 1 | 8 | -48 | -53 | 10 | -20 | -279
Nc1nc(N)nc(-c2cc(F)ccc2O)n1 | 2 | -8 | -28 | 16 | 16 | 0 | 1 | -21 | -1 | 25 | -95
Cc1ccc(NC(=O)COc2ncnc3c(Cl)cc(Cl)cc23)cc1[N+](=O)[O-] | -1 | -7 | 18 | -19 | -14 | -1 | 5 | 5 | -13 | 10 | 13
CC1=C/C(=N\NC(=S)Nc2cccnc2)CC(C)(C)C1 | · | -7 | -3 | 80* | -38 | -1 | 62* | 60 | 5 | 0 | 0
O=C(CN1CCCC1)NN=C(c1ccccc1)c1ccccc1 | -3 | 15 | 13 | -1 | 15 | 3 | 5 | 6 | -1 | 0 | 7
Cc1cccc(C)c1NC1=NCCCCC1 | -4 | -2 | 5 | -16 | 4 | 8 | 20 | -4 | -8 | 6 | 18
CSCC(=O)N1CCCC(N2CCN(c3ccc(F)cc3)CC2)C1 (configuration not stated) | 0 | -2 | 8 | -16 | -7 | 8 | 0 | 12 | 7 | 0 | 6
NCCCNC(=S)NCCCN(Cc1ccc(Cl)cc1)c1ccc(Br)cn1 | · | -6 | 86* | -20 | 0 | -14 | · | -2 | 26 | -33 | -2
Cn1c(CSCc2ccc(F)cc2)nnc1SCC(=O)Nc1nccs1 | -1 | 3 | 8 | 39 | -2 | 0 | 5 | 39 | -1 | 10 | 13
Cc1ccc2c(c1)[C@H]1[C@H](CO2)[C@H](c2ccccc2)[C@]2(C)C(=O)N(Cc3ccco3)CC(=O)N12 | · | -10 | -77 | -25 | 16 | -28 | -6 | -3 | 3 | 19 | 17
Cc1ccc(S(=O)(=O)N2CC(=NO)C2)cc1 | 5 | 11 | 2 | -1 | 6 | -4 | 10 | 1 | -10 | 0 | 12
O=C1/C(=C/c2ccco2)SC(=S)N1c1cccnc1 | · | 12 | 2 | 6 | 7 | 9 | -6 | -11 | -4 | 25 | 5
CNC(=O)c1cc2ccc(OC)cc2oc1=O | 1 | 1 | -45 | -9 | -12 | -3 | -11 | 0 | 3 | -9 | -59
COc1ccc(-c2nnc(N)s2)cc1OC | · | -5 | 2 | -14 | 15 | -3 | -3 | -9 | -4 | -10 | 8
Cc1csc2nc(CNC(=O)C3CC=CCC3C(=O)O)cn12 (configuration not stated) | 1 | -2 | -16 | -13 | -6 | 5 | 2 | -45 | -10 | 9 | 4
C/C(=N/NC(=O)c1ccc(C)s1)c1cccc(NC(=O)COc2ccc(Cl)cc2C)c1 | 0 | -28 | -24 | 6 | 44 | -25 | 0 | -14 | 22 | -53 | -43
CCOC(=O)c1ccc(NC(=O)Cn2cnc(S(=O)(=O)N3CCCC3)c2)cc1 | 1 | 0 | 15 | -19 | 0 | 6 | -4 | 11 | -5 | 24 | 2
O=C1COc2ccc(C(=O)COC(=O)CNC(=O)c3ccco3)cc2N1 | 2 | 1 | -5 | -4 | -2 | -5 | -4 | 8 | -2 | 5 | 15
O=c1nc2ccccc2c2n1CC(CN1CCN(c3ccccc3F)CC1)N2 (configuration not stated) | -1 | 0 | 21 | -8 | 0 | 5 | -1 | 3 | -7 | 8 | 3
COc1ccc(S(=O)(=O)N2CCC(n3cnc4ccccc43)CC2)cc1 | 1 | 16 | -23 | 12 | 6 | -4 | 8 | 7 | 3 | -9 | -2
O=C(O)c1ccc(/C=C2\SC(=Nc3ccccc3)N(c3ccccc3)C2=O)cc1 | -2 | 16 | 11 | -7 | 9 | -4 | 19 | -7 | -12 | 11 | 21

Source: PubChem (several laboratories)
